Bioassay records as filed in PubChem.
MCF10A rereplic: A quantitative high throughput screen for small molecules that induce DNA re-replication in MCF 10a normal breast cells; Potency, µM (top dose mostly 46.1 µM), inactives show at the top dose activity, positive = re-replication, most hits filed as activators; actives 2.9% (n = 350,000); MCF 10A DNA re-replication, Hoechst nuclear intensity, 48 h; also: potency is read from the fitted curve at half-maximal effect; % of control where 0% means no effect; nearly all actives have a fitted effect of over 50% in size
HT1080NT lethal: qHTS for induction of synthetic lethality in tumor cells producing 2HG: qHTS for the HT-1080-NT fibrosarcoma cell line; HT-1080-NT fibrosarcoma viability, CellTiter-Glo ATP luminescence, 48 h; Potency, µM (highest dose often 46.1 µM), without a hit: at the highest dose activity, negative = less viability, most hits filed as cytotoxic; actives 1.6% (n = 360,000);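 also: NT is the 2HG producing partner of a matched IDH1 knockdown line; potency is read from the fitted curve at half-maximal effect; 0% = DMSO-treated cells and -100% = media-only wells without cells; nearly all actives have a fitted effect of over 55% in size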
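Toxicity toward the 2HG-producing NT line was scored as %Activity, normalised to DMSO and no-cell wells, from CellTiter-Glo luminescence after 48 hours' treatment.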
SW480 rereplic: A quantitative high throughput screen for small molecules that induce DNA re-replication in SW480 colon adenocarcinoma cells. SW480 DNA re-replication, Hoechst DNA content imaging, 48 h. Potency, µM (top dose mostly 46.1 µM), for inactives: at the highest dose re-replication activation, usual class: activators. actives 1.8% (n = 340,000). AID 624297, 2012; also: potency is read from the fitted curve at half-maximal effect; % of control where 0% means no effect; nearly all actives have a fitted effect of over 55% in size
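DNA re-replication was detected as more nuclei of elevated Hoechst intensity after 48 hr exposure to compound (23 nL pinned per well of 250 cells).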
D3 ag: qHTS of D3 Dopamine Receptor Agonist: qHTS; max activation, %; actives 0.58% (n = 410,000); D(3) dopamine receptor (Homo sapiens), P35462; D3R DiscoveRx beta-arrestin cells, luminescence, 90 min; in the data active = max activation above about 30%; also: 0% is about no effect; mostly tested at two doses, the higher about 12 µM
Target sequence (P35462 whole entry, looked up): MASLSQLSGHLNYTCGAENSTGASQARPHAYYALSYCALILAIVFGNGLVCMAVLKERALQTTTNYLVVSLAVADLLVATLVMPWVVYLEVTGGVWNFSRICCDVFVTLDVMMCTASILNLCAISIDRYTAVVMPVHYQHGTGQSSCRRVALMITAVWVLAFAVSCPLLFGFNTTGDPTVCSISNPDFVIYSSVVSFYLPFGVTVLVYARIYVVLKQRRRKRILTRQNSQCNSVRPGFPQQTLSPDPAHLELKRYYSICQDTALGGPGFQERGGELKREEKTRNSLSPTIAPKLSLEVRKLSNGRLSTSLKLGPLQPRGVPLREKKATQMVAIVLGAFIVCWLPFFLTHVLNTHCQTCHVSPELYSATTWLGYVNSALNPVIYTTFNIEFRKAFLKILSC
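Agonist mode: compounds and dopamine controls were applied to plated cells for 90 min at 37 degrees C after an overnight attachment at 1500 cells/well. Luminescent read-out followed 30 - 60 minutes at room temperature with DiscoveRx detection reagent.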
KB-V1 cytotox: qHTS assay for MDR1-selective chemotherapeutics: Primary screen using the drug-selected MDR subline cells KB-V1. KB-V1 MDR cells viability, CellTiter-Glo, 72 h. Potency, µM (top dose mostly 46.1 µM), without a hit: at the highest dose activity change, negative = cytotoxicity, usual class: cytotoxic. actives 3.4% (n = 400,000). AID 1347076, 2019; also: potency is read from the fitted curve at half-maximal effect; % is scaled to controls: 0 for no effect and ±100 for the full control effect; nearly all actives have a fitted effect of over 60% in size
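KB-V1 cells (P-gp-expressing MDR subline of KB-3-1) in phenol-red-free DMEM with 10% FBS were exposed to library compounds over a concentration series for 72 h at 37 degrees C. Viability read by CellTiter-Glo luminescence; concentration-effect curves fitted after normalization.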
HT1080 IDH1KD tx: qHTS for induction of synthetic lethality in tumor cells producing 2HG: qHTS for the HT-1080-IDH1KD cell line. AID 686971, 2013. actives 2% (n = 360,000). HT-1080 IDH1 knockdown viability, ATP luminescence, 48 h. Potency, µM (doses to about 46.1 µM), for inactives: at the top dose activity, negative = toxicity, hits mostly cytotoxic;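 also: potency is read from the fitted curve at half-maximal effect; 0% = DMSO wells and -100% = cell-free medium wells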
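Using the IDH1-knockdown HT-1080 line run in the same batch and compound series as the NT line, viability after 48 h at 37 °C was determined by CellTiter-Glo luminescence and expressed as % activity.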
GLP1R cytotox: qHTS of GLP-1 Receptor Inverse Agonists: Cytotox Screen. HEK293 cAMP-luciferase reporter cells, luminescence, 24 h. Potency, µM (titrated, usually from 38.3 µM), for the others: at the highest dose activity change, negative = inhibition, actives largely listed as inhibitors. actives 0.13% (n = 410,000). AID 624418, 2012;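 also: loss of luciferase light is scored as toxicity; potency is read from the fitted curve at half-maximal effect; % is scaled to controls: 0 for no effect and ±100 for the full control effect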
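Compound-treated cells are incubated 24 hr at 37 deg C under 5% CO2 after a 12 hour attachment period, then luciferase detection reagent is added and luminescence is measured following 12 min at room temperature; lowered signal indicates toxicity.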
IL-1B inflam inh: qHTS for Inhibitors of Inflammasome Signaling: IL-1-beta AlphaLISA Primary Screen | THP-1 LPS/ATP IL-1B secretion, AlphaLISA, 16 h; stronger effect = lower value | activity change, % at 57.5 µM | actives 4.7% (n = 360,000); in the data active = activity change below about -50%; inconclusive = mostly about -30% to -49%; also: % is scaled to controls: 0 for no effect and ±100 for the full control effect
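Secreted IL-1B measured by AlphaLISA bead assay after 16 h compound exposure of THP-1 cells; compounds (final up to 57.5 uM) added 1 h before LPS (250 ng/mL) and ATP (1.25 mM) stimulation; lower signal means less secretion.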
KB-3-1 cytotox: qHTS assay for MDR1-selective chemotherapeutics: Primary screen using the parental adenocarcinoma cell KB-3-1 | KB-3-1 viability, CellTiter-Glo ATP luminescence, 72 h | Potency, µM (titrated, usually from 46.1 µM), for the others: at the top dose activity change, negative = cytotoxic, actives largely listed as cytotoxic | actives 1.4% (n = 400,000); also: potency is read from the fitted curve at half-maximal effect; % is scaled to controls: 0 for no effect and ±100 for the full control effect; nearly all actives have a fitted effect of over 60% in size
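Screening of KB-3-1 cells (DMEM, 10% FBS, phenol-red free) ran from lowest to highest compound concentration; after 72 h at 37 °C viability was read luminescently and curves fitted.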
Numbers without * were called inactive; ? = inconclusive; · = no result given; [ ] = another dose, or the depositor's remark. Unless noted, calls follow the shape of the dose curve; as a rule, active = well fitted curve in the direction sought with a large enough effect; inconclusive = small, poorly fitted or top-dose-only effect, or another doubt; inactive = no such curve, though single readings can be large; an effect the other way counts as inactive or inconclusive.

Order of values – MCF10A rereplic	HT1080NT lethal	SW480 rereplic	D3 ag	KB-V1 cytotox	HT1080 IDH1KD tx	GLP1R cytotox	IL-1B inflam inh	KB-3-1 cytotox
(1) O=C(O)[C@H]1Cc2ccccc2CN1S(=O)(=O)c1ccc(F)cc1
 : -2%	3%	?	5	2%	3%	2%	-11	3%
(2) CCC(=O)c1ccc(OCC(O)Cn2nc(C)cc2C)cc1 (stereo not drawn)
 : 11%	2%	0%	-1	-9%	10%	0%	-8	0%
(3) O=C(N/N=C/c1ccc([N+](=O)[O-])o1)c1cn(-c2ccccc2)nc1-c1ccc(Cl)cc1
 : ?	2%	?	4	23%	2%	5%	5	-1%
(4) CCOC(=O)N1CCN(S(=O)(=O)c2ccc(C(=O)N(CCN(C)C)c3nc4c(C)cccc4s3)cc2)CC1
 : 18%	-10%	1%	-11	0%	5%	-1%	11	-4%
(5) O=C(N/N=C/c1cccc(C(F)(F)F)c1)c1ccc(O)cc1
 : -4%	-10%	2%	-5	-11%	-11%	-4%	-81*	-1%
(6) CCCS(=O)(=O)c1c(S(=O)(=O)CCC)c2cc(CC)ccn2c1C(=O)c1ccc(Cl)cc1
 : ·	·	·	-8	-23%	·	-1%	·	-8%
(7) CC(=O)N(C)c1ccc(NCc2cc(=O)oc3cc(C)c(O)cc23)cc1
 : -10%	3%	0%	0	22%	0%	-11%	15	-5%
(8) CCCCC(=O)Nc1cccc(-c2ccc3nncn3n2)c1
 : -3%	6%	-33%[inhibitor]	10	1%	5%	4%	29	1%
(9) O=C(Cc1ccccc1)N/N=C/c1ccc[nH]1
 : -6%	12%	-1%	6	13%	7%	-8%	-14	-1%
(10) N#CC1=C(N)N(c2ccc(Br)cc2)C2=C(C(=O)CCC2)C1c1cccnc1 (stereo not drawn)
 : ?	13µM*	?	15	-4%	?	24%	-25	2%

Results in KB-3-1 cytotox, for four of the compounds above:
#	structure	KB-3-1 cytotox
1	O=C(O)[C@H]1Cc2ccccc2CN1S(=O)(=O)c1ccc(F)cc1	3%
6	CCCS(=O)(=O)c1c(S(=O)(=O)CCC)c2cc(CC)ccn2c1C(=O)c1ccc(Cl)cc1	-8%
8	CCCCC(=O)Nc1cccc(-c2ccc3nncn3n2)c1	1%
3	O=C(N/N=C/c1ccc([N+](=O)[O-])o1)c1cn(-c2ccccc2)nc1-c1ccc(Cl)cc1	-1%

(more compounds)
Order of values – MCF10A rereplic	HT1080NT lethal	SW480 rereplic	D3 ag	KB-V1 cytotox	HT1080 IDH1KD tx	GLP1R cytotox	IL-1B inflam inh	KB-3-1 cytotox
(11) NC(=O)CC(NC(=O)Cc1cccc2ccccc12)c1ccc(NCc2cc(F)ccc2F)c([N+](=O)[O-])c1 (stereo not drawn)
 : -11%	0%	5%	-23	23%	-2%	0%	34	-3%
(12) Cc1ccc2c(CN3C(=O)NC(C)(c4ccc5c(c4)OCO5)C3=O)cc(=O)oc2c1 (stereo not drawn)
 : 0%	-19%	6%	0	-4%	-14%	4%	0	3%
(13) CSCCC(N=C(NS(=O)(=O)c1ccc(C)cc1)c1ccccc1)C(=O)O (stereo not drawn)
 : -2%	1%	4%	1	0%	1%	-1%	-7	2%
(14) CCc1cccc(CC)c1NC(=O)COC(=O)C1(c2ccc(Cl)cc2)CCCC1
 : 15%	-6%	-9%	0	4.6µM*	-20%	13%	30	-16%
(15) NC(=O)c1c(NC(=O)c2ccccc2)sc2c1CCc1ccccc1-2
 : ?	3%	?	14	-8%	-25%	12%	15	-16%
(16) COCc1nnc(NC(=O)c2ccc3c(c2)OCO3)s1
 : -1%	-21%	28%	6	-3%	-29%	2%	-6	-10%
(17) CC(C)C[C@H]1CN([C@@H](Cc2ccc(O)cc2)CN2CCC[C@@H]2CN2C(=O)C(=O)NC[C@@H]2Cc2ccccc2)C(=O)C(=O)N1CC1CCCCCC1
 : ?	?	?	-6	9%	?	-5%	?	?
(18) COc1ccc2c(ccc[n+]2CC(=O)c2ccccc2)c1
 : -6%	-11%	-6%	-5	?	-3%	-15%	31	-8%
(19) COc1ccc(Cn2nnnc2CN2CCC(c3nc4ccccc4s3)CC2)cc1
 : ?	-14%[9.24 µM]	1%	-21	?	?	6%	?	-21%
(20) COc1cc(NC(=O)N(Cc2ccco2)C2CCN(C(C)=O)CC2)cc(OC)c1OC
 : ·	·	·	-21	-31%	·	-1%	·	-4%

Later entries
Order of values – MCF10A rereplic	HT1080NT lethal	SW480 rereplic	D3 ag	KB-V1 cytotox	HT1080 IDH1KD tx	GLP1R cytotox	IL-1B inflam inh	KB-3-1 cytotox
(21) C/C(=N\NC(=O)c1ccncc1)c1ccc(N2CCOCC2)cc1
 : 9%	-4%	6%	-2	-4%	3%	4%	-9	?
(22) COc1ccc(OC)c(-c2cc(C(=O)N/N=C/c3cc(OC)c(OC)cc3OC)c3ccccc3n2)c1
 : ?	0%	21%	-3	1%	1%	4%	?	19%
(23) COc1ccc(-c2nc3ccccn3c2/N=C/c2ccc(OC)c(OC)c2)cc1O
 : 8%	9%	-8%	5	0%	13%	11%	-5	4%
(24) COC(=O)C1(C)CC1(c1ccccc1)c1ccccc1 (stereo not drawn)
 : 8%	6%	-6%	3	14%	13%	6%	10	9%
(25) CCOC(=O)c1c(-c2ccccc2)csc1NC(=O)CCN1CCOCC1
 : ?	-1%	·	7	?	1%	-21%	9	-9%
(26) Cc1c(NC(=O)Nc2ccc(Cl)cc2)c(=O)n(-c2ccccc2)n1C
 : -9%	1%	-5%	1	4%	4%	-14%	5	3%
(27) CC(Oc1cccc(Cl)c1)C(=O)NCc1ccc(S(N)(=O)=O)cc1 (stereo not drawn)
 : 2%	10%	-7%	-1	5%	-1%	-9%	13	1%
(28) COc1ccc(-c2noc(-c3ccc(C)cc3Cl)n2)cc1OC
 : ·	·	·	-2	13%	·	18%	·	3%
(29) CN(C)c1ccc(NC(=O)c2ccc3nsnc3c2)cc1
 : 1%	-2%	-3%	-4	2%	-1%	-7%	-16	2%
(30) CCOC(=O)CNCCC(=O)c1ccc(Br)cc1
 : ?	-2%	?	-3	4%	5%	-8%	?	3%

The listing continues.
Order of values – MCF10A rereplic	HT1080NT lethal	SW480 rereplic	D3 ag	KB-V1 cytotox	HT1080 IDH1KD tx	GLP1R cytotox	IL-1B inflam inh	KB-3-1 cytotox
(31) COc1ccc(C(=O)NCC(=O)N/N=C/c2cccc(OC(=O)c3ccco3)c2)cc1OC
 : 3.3µM*	1%	-7%	8	?	0%	9%	-8	4%
(32) COc1ccc(-c2ccc(C(=O)NCCc3ccccc3)c3occc23)c(C)c1
 : ·	?	·	-6	?	?	-11%	-15	-15%
(33) O=C1CC(c2ccncc2)c2cc3c(cc2N1)OCO3 (stereo not drawn)
 : 1%	0%	1%	1	?	-1%	-22%	0	15%
(34) N#Cc1ccc(COC(=O)CN2C(=O)NC3(CCCC3)C2=O)cc1
 : -1%	0%	0%	-2	?	16%	-7%	-5	0%
(35) O=C(c1cccc(C(F)(F)F)c1)C1CCCN(Cc2ccc(OCCO)cc2)C1 (stereo not drawn)
 : ?	-22%	-3%	-13	3%	1%	-2%[7.66 µM]	-52*	3%
(36) Cc1cc(Br)ccc1NC(=O)CN1CCN(c2ccccn2)CC1
 : -10%	12%	-31%[inhibitor]	7	4%	-8%	-2%	-2	-4%
(37) O=C(O)c1cc(OCc2ccccc2)cc(OCc2ccccc2)c1
 : 13%	-18%	-1%	-4	?	0%	-8%	36	7%
(38) O=C(COC(=O)CNC(=O)c1ccc(Br)o1)Nc1ccccc1OC(F)F
 : 4%	9%	-35%[inhibitor]	1	8%	7%	2%	14	3%
(39) C=CCNC(=S)N1CCC2CC1c1c(Cl)cccc12 (stereo not drawn)
 : ·	-15%	·	0	16%	-2%	-12%	16	1%

One compound at a time, from the list above.
`Cc1c(NC(=O)Nc2ccc(Cl)cc2)c(=O)n(-c2ccccc2)n1C` is listed with MCF10A rereplic = -9%; HT1080NT lethal = 1%; SW480 rereplic = -5%; D3 ag = 1; KB-V1 cytotox = 4%; HT1080 IDH1KD tx = 4%; GLP1R cytotox = -14%; IL-1B inflam inh = 5; KB-3-1 cytotox = 3%
`O=C(N/N=C/c1cccc(C(F)(F)F)c1)c1ccc(O)cc1` is listed with MCF10A rereplic = -4%; HT1080NT lethal = -10%; SW480 rereplic = 2%; D3 ag = -5; KB-V1 cytotox = -11%; HT1080 IDH1KD tx = -11%; GLP1R cytotox = -4%; IL-1B inflam inh = -81*; KB-3-1 cytotox = -1%
